TCR CD3 inh – inhibitors of human TCR-CD3 interaction, primary screen, biochemical, fluorescence, TAMRA-labeled TCR probe; T-cell receptor (TCR); AID 651800, 2012; hit rate 0.37% among 360,000; inhibition, % at 9.4 µM; in the data active means inhibition above about 19%;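 further: recombinant mutant TCR 2C K166C tagged with TAMRA read by polarization; 0% = receptor in buffer alone and 100% = receptor with positive control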
mABHD4 FP – ABHD4 inhibitors, primary screen, biochemical, fluorescence polarization, mouse | inhibition, % at 8.92 µM | AID 720543, 2013 | hit rate 0.54% among 370,000 | purified mABHD4, FP-Rh probe fluorescence polarization | (Lyso)-N-acylphosphatidylethanolamine lipase (Mus musculus), Q8VD66;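 active means inhibition exceeding the mean over every tested compound plus 3 SD, cut at about 30% in these data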;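 further: 0% = plate median of compound wells and 100% = S159A mutant with DMSO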
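System: mouse ABHD4 enzyme, wild type / Medium: HEPES pH 7.0, NaCl, Pluronic buffer / Reagent: FP-Rh activity-based fluorescent probe / Control set: S159A mutant high control, sample median low control / Detection: fluorescence polarization with parallel and perpendicular emission, 525/598 nm / Schedule: 45 min + 60 min at 25 °C / Compound dosing: 8.92 µM, single dose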
PRMT1 FP inh – PRMT1 methyltransferase inhibitors, primary screen, biochemical, fluorescence polarization. recombinant PRMT1, activity-based probe fluorescence polarization. inhibition, % at 2.79 µM. AID 652257, 2013. hit rate 1.3% among 370,000;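 active means inhibition above about 21% made by adding two undisclosed values, limit read from the data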
Target sequence (Q99873 whole entry, looked up): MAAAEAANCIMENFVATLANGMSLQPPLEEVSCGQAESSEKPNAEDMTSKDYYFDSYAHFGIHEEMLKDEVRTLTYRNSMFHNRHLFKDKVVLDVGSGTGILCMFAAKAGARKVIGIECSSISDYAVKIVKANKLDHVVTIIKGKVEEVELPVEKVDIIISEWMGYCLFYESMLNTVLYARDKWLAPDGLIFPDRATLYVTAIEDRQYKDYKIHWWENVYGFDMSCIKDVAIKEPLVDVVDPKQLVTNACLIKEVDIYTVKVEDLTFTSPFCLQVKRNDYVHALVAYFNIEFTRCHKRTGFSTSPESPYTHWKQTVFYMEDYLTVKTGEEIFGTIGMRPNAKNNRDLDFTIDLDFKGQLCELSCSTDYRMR
GC-A act – GC-A stimulated cGMP production enhancers – HEK293 GC-A cells, cGMP TR-FRET, EC30 ANP, primary screen; Atrial natriuretic peptide receptor 1 (Homo sapiens), P16066; activation, % at 10 µM; 0% at EC30 ANP, 100% saturating ANP; hit rate 0.14% among 370,000; AID 1671463, 2021; in the data active means activation above about 40%
HTRA1 inhibitor – HTRA1 serine protease inhibitors, primary screen, biochemical, fluorescence polarization, HTS | Q92743 | recombinant HTRA1, FP-rhodamine activity-based probe | inhibition, % at 5.96 µM | hit rate 0.5% among 340,000; in the data active means inhibition above about 36%;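 further: 0% = enzyme with DMSO and 100% = wells lacking enzyme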
NPR2 activator – human GC-B receptor activators, primary screen, HEK293 GC-B cells, cGMP TR-FRET, EC30 CNP | Atrial natriuretic peptide receptor 2 (Homo sapiens), P20594 | 0% at EC30 CNP, 100% saturating CNP | activation, % at 10 µM | hit rate 0.11% among 370,000;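 active means activation at 10 µM reaching about 35% in either raw or pattern-adjusted values, limit read from the data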
MBD2 inh – inhibitors of MBD2 binding to methylated DNA, primary screen, biochemical, TR-FRET, DNA-binding domain, human | Methyl-CpG-binding domain protein 2 (Homo sapiens), Q9UBB5 | MBD2 binding to methylated oligonucleotide | inhibition, % at 4.4 µM | hit rate 0.31% among 370,000; in the data active means inhibition above about 13%
rCAG RNA binder – binders of r(CAG) RNA repeats, primary screen, biochemical, fluorescence | r(CAG) RNA repeat, TO-PRO-1 dye displacement fluorescence | inhibition, % at 3 µM | hit rate 1.3% among 370,000 | AID 651821, 2012;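 active means inhibition above the plate cutoff, the mean of all test compounds on that plate plus 3 SD, cut at about 35% in these data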;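 further: 0% = DMSO alone and 100% = 100 µM mitoxantrone as full dye displacement; higher means more dye released from RNA so lower well fluorescence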
SIAE inh – human SIAE inhibitors, primary screen, biochemical, fluorescence polarization, FP-Rh probe, 1536-well HTS. Sialate O-acetylesterase (Homo sapiens), Q9HAT2. SIAE FP-Rh probe binding. inhibition, % at 9.66 µM. hit rate 0.69% among 370,000. AID 1053197, 2014;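 active means inhibition above a cutoff: mean of compounds within the control limits plus 3 SD of those, cut at about 17% in these data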;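 further: 0% = plate median of compound wells and 100% = probe without SIAE protein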
Target sequence (Q9HAT2 whole entry, looked up): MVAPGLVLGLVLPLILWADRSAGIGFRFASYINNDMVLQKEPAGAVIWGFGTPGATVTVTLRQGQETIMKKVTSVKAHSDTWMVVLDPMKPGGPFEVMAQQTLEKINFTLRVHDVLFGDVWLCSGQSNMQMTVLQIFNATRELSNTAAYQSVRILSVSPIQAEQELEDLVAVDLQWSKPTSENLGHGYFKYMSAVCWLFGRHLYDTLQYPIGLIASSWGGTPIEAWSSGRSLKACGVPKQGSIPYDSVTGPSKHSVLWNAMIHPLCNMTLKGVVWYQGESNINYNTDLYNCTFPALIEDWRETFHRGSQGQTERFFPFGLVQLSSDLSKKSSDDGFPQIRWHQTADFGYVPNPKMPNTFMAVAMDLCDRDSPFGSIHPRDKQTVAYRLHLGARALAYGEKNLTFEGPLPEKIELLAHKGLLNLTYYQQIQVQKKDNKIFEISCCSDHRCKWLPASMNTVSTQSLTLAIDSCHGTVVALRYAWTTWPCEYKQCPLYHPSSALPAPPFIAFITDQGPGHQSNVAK
UHRF1 MBD2 ctr – UHRF1 methylated DNA binding inhibitors, primary screen, counter-screen for MBD2 inhibitor project, biochemical, TR-FRET, human UHRF1, single concentration. UHRF1 binding to methylated oligo. inhibition, % at 4.4 µM. hit rate 0.75% among 370,000; in the data active means inhibition above about 21%;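 further: UHRF1 SRA domain binding a hemimethylated CpG hairpin DNA probe; 0% = median of test compound wells and 100% = reference inhibitor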
Active calls of the source: *; . = no result given.

compound	SIAE inh	UHRF1 MBD2 ctr	MBD2 inh	TCR CD3 inh	PRMT1 FP inh	mABHD4 FP	GC-A act	rCAG RNA binder	NPR2 activator	HTRA1 inhibitor
CC(=O)CC[C@@H]1CC[C@]2(CCCN(C(=O)C3CCCC3)C2)O1	-1	4	6	.	1	2	2	-1	-2	.
CC(C)c1ccc(NC(=O)C(=O)C2C(=O)Nc3ccccc32)cc1 (stereo unspecified)	7	-2	2	2	3	-1	-1	5	-1	-9
Cc1ccc(NCCNc2ccc(C)cc2)cc1	2	-1	3	-3	0	4	7	-3	-1	7
CCN(CC)C(=O)c1sc2nc(-c3ccccc3)ccc2c1N	-6	-3	-4	2	23*	-9	2	5	1	-3
Cc1cc(C(=O)O)ccc1-c1ccc(/C=N/n2cnnc2)o1	11	-1	-7	-4	1	7	-3	2	2	0
CCCCSc1nc(C)cc(SCC(=O)N/N=C/c2cccc(OC)c2O)n1	15	4	-3	-8	0	4	-20	15	-4	-15
CCCCCC(=O)C(=O)c1ccc(O)cc1O	-4	-3	-1	3	-3	-3	3	-1	3	7
CCc1nc(Nc2cc(OC)ccc2OC)c2oc3ccccc3c2n1	-5	4	2	-2	-1	-3	-7	9	12	-8
COc1ccc(CNC(=O)C2(CC3CC(c4ccccc4)=NO3)CCN(C(=O)C3(C)CC3)CC2)cc1 (stereo unspecified)	-1	5	2	-5	-1	-6	-2	-4	1	-3
C=CCn1c(SCC(=O)Nc2ccc(O)cc2)nc2sc(CC)cc2c1=O	3	5	6	-7	7	-10	-19	6	-12	-6
COC(=O)C1=C(C)NC(C)=C(C(=O)OC)C1c1ccc(N(C)C)cc1	5	7	-7	-2	5	2	-7	-4	-2	-2
CCOC(=O)c1sc2nc(CSc3nc4ccccc4n3CC)[nH]c(=O)c2c1C	-3	0	3	-8	5	0	-3	0	1	4
C[C@@H]1CN([C@H](C)CO)C(=O)CCCn2nncc2CO[C@@H]1CN(C)C(=O)C1CC1	-3	-1	-2	4	0	2	-1	0	1	-1
COc1ccc(S(=O)(=O)N2CCC[C@H]2C(=O)N2CCC[C@H]2C(=O)NCc2ccc(F)cc2F)cc1C	2	-3	-1	-2	-2	-3	3	1	-1	.
CCCCCOC(=O)C1=C(C)NC(=O)NC1c1ccc(OC)cc1 (stereo unspecified)	3	2	-4	1	-4	-6	-3	-6	0	-7
O=C1NC[C@@H](Cc2cccc3ccccc23)N(CCc2cccc(F)c2)C1=O	-3	0	-1	1	1	1	12	6	0	.
N#CCCn1c2ccccc2c2nc3ccccc3nc21	-1	5	-1	4	-3	9	13	1	7	-1
Cn1c(C(=O)N2CCOCC2)cnc1Sc1ncc(C(F)(F)F)cc1Cl	-3	-2	1	3	-3	0	-1	-4	-2	-1
CCCn1c(CCC(=O)O)ccc1-c1ccc(OC)cc1	-4	3	0	-3	3	-4	-3	8	-2	-1
CCOC(=O)[C@H]1[C@H]2COc3ccc(Cl)cc3[C@@H]2N2C(=O)CN(CC3CCCO3)C(=O)[C@@]12C (stereo partly specified)	4	-1	-4	4	-1	-4	-4	-9	0	-5
COc1ccc(NC(=O)C2CCCN2S(=O)(=O)c2ccc3c(c2)CC(C)N3C(C)=O)cc1OC (stereo unspecified)	6	-2	-2	-3	2	3	-4	-6	-4	-5
Cc1cc(OC(C)C(=O)NCC(O)c2ccccc2)c2c(C)c(C)c(=O)oc2c1 (stereo unspecified)	-3	2	0	-3	3	3	-3	2	-4	-3
CC(C(=O)NC1C(=O)N2C(C(=O)O)=C(CSc3nnnn3C)CSC12)n1cc(Cl)cn1 (stereo unspecified)	-1	1	-6	-2	30*	-9	2	9	2	5
CCc1ccc(NCc2nc3ccccc3c(=O)[nH]2)cc1	4	-1	6	-2	1	6	1	4	-3	-12
O=C(NC1CCCCC1)C(c1ccc(F)cc1)N(Cc1ccco1)C(=O)c1csnn1 (stereo unspecified)	-1	-1	-2	6	-1	1	-4	-1	-3	-6
N#CC1=C(Nc2ccccc2)SC=C(c2ccc(Cl)c(Cl)c2)N=C1N1CCOCC1	-6	-3	-3	-1	-3	2	-10	2	-14	-22
COc1ccc(CSc2nc(C)cc(=O)[nH]2)cc1Br	2	-2	3	0	2	-1	3	1	2	-8
CC(C)(C)c1ccc(C(=O)NCC(=O)OCC(=O)c2ccc3c(c2)-c2ccccc2C3)cc1	-19	2	6	-7	3	-15	0	12	6	-19
O=c1[nH]cnc2nc3n(c12)CCCCC3	1	0	-2	3	0	7	-3	2	3	8
NC(=O)/C(=C\c1ccco1)NC(=O)c1ccc(Br)o1	7	-3	-4	7	4	9	-1	0	1	2
O=C(Nc1ccc(OCC(F)(F)C(F)F)cc1)c1ccncc1	2	1	5	2	-3	-5	-1	2	3	-2
NC(=O)Cn1c(=O)n(CCC(=O)Nc2ccc(F)cc2)c(=O)c2sccc21	-4	0	-3	7	3	1	1	1	2	-2
CC(=O)c1c(C)[nH]c(C(=O)COC(=O)c2ccc(C)s2)c1C	-2	0	-2	6	0	3	2	2	2	1
O=C(O)C1=C[C@@H](c2ccc3c(c2)OCO3)C[C@@H](OCc2ccc(CO)cc2)O1	1	-5	-1	5	1	6	-1	6	1	-2
Oc1ccc(N2CCN(Cc3c(-c4ccccc4)nc4ccccn34)CC2)cc1	6	0	80*	3	22*	31*	-1	6	-9	17
Cc1ccc(C(=O)N(CC(=O)NC2CCCCC2)c2ccccc2F)s1	6	-1	5	3	0	-7	-3	-7	-1	-9
COc1cccc(CNC(=O)CCCNS(=O)(=O)c2cccs2)c1	4	0	-4	4	-3	-2	-2	-1	2	3
COC(=O)c1c(NC(=S)NN2CCOCC2)sc2c1CCCC2	1	-1	4	-8	1	8	-1	2	-12	-1
CCOC(=O)N/N=C/c1ccccc1OCc1ccc(Cl)cc1	-5	-2	1	7	1	-14	2	1	-1	-30
Cc1ccc(SC(C)C(=O)NCc2ccncc2)cc1 (stereo unspecified)	-2	-3	-2	6	-3	1	0	0	2	5
O=C(CN1CCCCCC1)Nc1ccccc1OC(F)F	-7	7	-2	2	-2	1	1	-2	1	-4
CC(=O)Nc1ccc(NC(=O)COc2ccc(Cl)cc2Cl)cc1	2	-2	2	3	2	-2	10	-2	-2	-11
CCOc1nc(NCCc2ccc(OC)c(OC)c2)nc(NC(C)(C)CO)n1	-7	2	-1	-4	2	-3	-4	-6	4	0
CCC(C)NC(=O)Nc1ccc(Br)cc1 (stereo unspecified)	-1	0	2	7	-3	-2	-2	0	-8	5
COc1ccc2nc(NNC(=O)c3cc(=O)c4ccccc4o3)sc2c1	12	1	1	-1	22*	18	0	36*	-4	32
Cc1ccc(CN2CCCCC(NC(=O)c3ccc(F)cc3)C2=O)cc1 (stereo unspecified)	-1	2	1	.	0	4	2	0	2	.
COc1cc(NC(=S)NCCC(c2ccccc2)c2ccccc2)c(OC)cc1Cl	-2	0	3	1	-2	-29	-7	5	-2	-34
Fc1cccc(C[n+]2csc3ccccc32)c1	-2	-6	-2	3	75*	-8	4	6	11	1
CCOC(=O)c1c(C)[nH]c(C)c1C(=O)COC(=O)/C=C/c1ccccc1[N+](=O)[O-]	1	1	2	-4	2	-3	0	0	-1	-13
Cn1cccc1C(=O)N1CCc2ccccc2C1	1	-2	4	3	-5	2	-1	0	1	4

(more compounds)
compound	SIAE inh	UHRF1 MBD2 ctr	MBD2 inh	TCR CD3 inh	PRMT1 FP inh	mABHD4 FP	GC-A act	rCAG RNA binder	NPR2 activator	HTRA1 inhibitor
O=C(Nc1ccc(Cl)cn1)c1ccc2c(c1)OCCO2	-7	1	-1	5	1	-4	3	-2	-1	8
COc1ccc(NC(=O)COc2nsnc2N2CCOCC2)cc1	1	0	-6	-2	-1	8	6	-1	4	-2
Cc1ccc(S(=O)(=O)N/N=C/c2cnn(C)c2C)cc1	0	-2	3	3	1	2	3	-2	3	2
COc1ccc(OCCNC(=O)C2(C)CCN2Cc2ccc(SC)cc2)cc1 (stereo unspecified)	10	0	0	-1	-1	3	-4	2	0	.
Cc1ccc(-c2cc(C(=O)NCc3cccnc3)no2)cc1	-1	2	3	1	3	-5	19	-1	1	-10

13 compounds from above, sorted by formula weight, smallest number first.
compound	SIAE inh	UHRF1 MBD2 ctr	MBD2 inh	TCR CD3 inh	PRMT1 FP inh	mABHD4 FP	GC-A act	rCAG RNA binder	NPR2 activator	HTRA1 inhibitor
Fc1cccc(C[n+]2csc3ccccc32)c1	-2	-6	-2	3	75*	-8	4	6	11	1
CCC(C)NC(=O)Nc1ccc(Br)cc1 (stereo unspecified)	-1	0	2	7	-3	-2	-2	0	-8	5
O=C(Nc1ccc(Cl)cn1)c1ccc2c(c1)OCCO2	-7	1	-1	5	1	-4	3	-2	-1	8
Cc1ccc(S(=O)(=O)N/N=C/c2cnn(C)c2C)cc1	0	-2	3	3	1	2	3	-2	3	2
O=C(CN1CCCCCC1)Nc1ccccc1OC(F)F	-7	7	-2	2	-2	1	1	-2	1	-4
COc1ccc(NC(=O)COc2nsnc2N2CCOCC2)cc1	1	0	-6	-2	-1	8	6	-1	4	-2
CC(=O)Nc1ccc(NC(=O)COc2ccc(Cl)cc2Cl)cc1	2	-2	2	3	2	-2	10	-2	-2	-11
Cc1ccc(CN2CCCCC(NC(=O)c3ccc(F)cc3)C2=O)cc1 (stereo unspecified)	-1	2	1	.	0	4	2	0	2	.
COc1ccc2nc(NNC(=O)c3cc(=O)c4ccccc4o3)sc2c1	12	1	1	-1	22*	18	0	36*	-4	32
CCOc1nc(NCCc2ccc(OC)c(OC)c2)nc(NC(C)(C)CO)n1	-7	2	-1	-4	2	-3	-4	-6	4	0
CCOC(=O)c1c(C)[nH]c(C)c1C(=O)COC(=O)/C=C/c1ccccc1[N+](=O)[O-]	1	1	2	-4	2	-3	0	0	-1	-13
COc1ccc(OCCNC(=O)C2(C)CCN2Cc2ccc(SC)cc2)cc1 (stereo unspecified)	10	0	0	-1	-1	3	-4	2	0	.
COc1cc(NC(=S)NCCC(c2ccccc2)c2ccccc2)c(OC)cc1Cl	-2	0	3	1	-2	-29	-7	5	-2	-34

Assay outcomes: PubChem BioAssay, several laboratories

A portion of the library; the hit share may differ from the screen's.
